HCV NS3 hel inh – inhibitors of Hepatitis C virus NS3 helicase. NS3 helicase DNA unwinding, Cy5 molecular beacon fluorescence. inhibition, % at 10.9 µM. 0.56% of 290,000 active. AID 1800;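 active = inhibition above the mean of all tested compounds plus 3 SD, set per campaign, cut at about 35% in these data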;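 note: 0% = DMSO wells and 100% = thioflavine S control wells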
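Test system: hepatitis C virus NS3 helicase domain fragment enzyme. Also added: annealed dual-labelled DNA beacon duplex, ATP-started. Timing: 60 min unwinding reaction at 25 °C after ATP addition. Technique: Cy5 fluorescence. Measure: % inhibition of unwinding.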
VIM-2 inhibitor – inhibitors of Pseudomonas aeruginosa VIM-2 metallo-beta-lactamase. purified VIM-2, nitrocefin hydrolysis, epi-absorbance fluorescence. 0.89% of 290,000 active. inhibition, % at 5.6 µM. AID 1527;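 active = inhibition above the mean of all tested compounds plus 3 SD, cutoff set per screening run, cut at about 7.5% in these data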;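 note: red hydrolysis product quenches plate fluorescence so inhibitors raise well fluorescence; 0% = enzyme with DMSO and 100% = DMSO without enzyme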
UBC9 SUMO inh – inhibitors of human SUMOylation (UBC9); AID 2006; HTRF SUMOylation assay, SAE1/SAE2 + UBC9, in vitro; inhibition, % at 35 µM; 0.36% of 290,000 active; P63279; in the data active = inhibition above about 50%, passing the limit was not always enough; note: strong numbers were not always called active
Target sequence (P63279 whole entry, looked up): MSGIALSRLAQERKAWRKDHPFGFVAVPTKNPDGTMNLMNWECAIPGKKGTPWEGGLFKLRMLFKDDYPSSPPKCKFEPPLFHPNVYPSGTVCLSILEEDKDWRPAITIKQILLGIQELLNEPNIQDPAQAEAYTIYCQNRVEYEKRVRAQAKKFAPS
NALP1 yeast inh – inhibitors of NALP1 inflammasome in yeast; S. cerevisiae NALP1/ASC/caspase-1 growth, X-gal OD620, 72 h; inhibition, % at 10 µM; 0.61% of 280,000 active; AID 2071; in the data active = inhibition mostly above about 24%, no sharp cut-off; inactive = mostly below about 32%; note: some compounds called inactive have numbers as strong as hits
PfM18AAP inh – blocks P. falciparum M18 aspartyl aminopeptidase | recombinant PfM18AAP, H-Glu-NHMec fluorogenic cleavage | inhibition, % at 7.35 µM | 1.2% of 290,000 active | AID 1822;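 active = inhibition above the campaign mean inhibition over all tested compounds plus 3 SD, cut at about 28% in these data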;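 note: 0% = plate median of test compound wells and 100% = 2 mM ZnCl2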
MEKK2 WT-MEK5 – raises or lowers MEK5 binding to wildtype human MEKK2 PB1 domain. 1.1% of 290,000 active. Q9Y2U5. AID 1531. binding response (% of control), % at 10 µM. bead flow cytometry, Alexa488-MEK5 binding to MEKK2 WT; actives lie on both sides; in the data active = binding response below about 67% or above about 130%
IMP-1 inh – inhibitors of Pseudomonas aeruginosa IMP-1 metallo-beta-lactamase; AID 1556; purified IMP-1, nitrocefin hydrolysis, epi-absorbance fluorescence; inhibition, % at 5.6 µM; 0.45% of 290,000 active;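 active = inhibition above the mean plus 3 SD of all compounds in the same screening run, cut at about 4.5% in these data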;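 note: 0% = IMP-1 with DMSO and 100% = DMSO wells lacking enzyme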
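Assay system: purified recombinant IMP-1 beta-lactamase. Input: IMP-1 0.2 nM before substrate addition. Buffer or medium: Zinc- and detergent-supplemented HEPES buffer, pH 7.1. Schedule: 25 °C, 15 min preincubation, 25 min reaction. Signal: Epi-absorbance fluorescence, 480 nm excitation, 530 nm emission. Evaluation: percent inhibition from optical density relative to buffer-blank wells.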
FID counter – counter-screen for HCV NS3 helicase inhibitors: DNA intercalator displacement | 0.17% of 290,000 active | inhibition, % at 7.9 µM | DNA fluorescent intercalator displacement, fluorescence; in the data active = inhibition above about 37%;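 note: 0% = vehicle and 100% = reference compound; higher means more ethidium bromide displaced from hairpin DNA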
MEKK2mut PB1 HTS – signal of MEK5 binding to mutant human MEKK2 PB1 domain; bead flow cytometry, Alexa488-MEK5 binding to MEKK2 mutant; percent response, % at 10 µM; 0.35% of 290,000 active; in the data active = percent response above about 24%, passing the limit was not always enough; note: inactives centre near 1; some results filed as inactive read as strong as hits
The depositor's hits bear a star; nt = not tested or not shown.

SMILES	HCV NS3 hel inh	VIM-2 inhibitor	UBC9 SUMO inh	NALP1 yeast inh	PfM18AAP inh	MEKK2 WT-MEK5	IMP-1 inh	FID counter	MEKK2mut PB1 HTS
CCOC1(OCC)N=C(N)C2(C#N)C(c3ccc(NC(C)=O)cc3)C12C#N (centres undefined)	-0.2	-0.1	23.4	-9.5	3.9	85.0	-4.4	2.7	-13.0
Cc1ccc(-c2nn(-c3ccccc3)cc2/C=N/NC(=O)c2ccc3c(c2)OCO3)cc1	3.4	-2.8	-3.7	9.2	-4.0	79.0	-4.3	-3.4	-15.0
Cn1cnc2c1c(=O)n(Cc1ccccc1C#N)c(=O)n2C	9.5	0.5	-4.2	27.3	-4.4	95.0	-0.7	-6.7	-3.0
COc1ccccc1/C=C/C=C1N=C(/C=C/c2ccc(Cl)cc2)OC/1=O	9.3	-3.1	2.9	0.5	2.0	77.0	-3.7	-13.5	2.0
Cc1ccc(C)c(C(C)NC(=O)c2ccc(Br)o2)c1 (centres undefined)	-1.0	-1.4	1.6	-23.8	4.2	101.0	-1.5	-8.1	-1.0
Cc1cc(Br)ccc1NC(=O)c1cnc(N2CCN(c3ccccn3)CC2)c2ccccc12	2.2	-0.3	12.9	-6.6	-0.4	80.0	-1.8	7.7	-12.0
Cc1cccc(NC(=O)c2cc(=O)n(Cc3ccccc3)c(=O)[nH]2)c1	9.2	-2.4	16.3	25.2	-15.7	86.0	-2.9	-4.0	-9.0
CC(C)(C)c1[nH]c2ccccc2c1/C=N/O	4.2	-2.3	-5.3	3.7	-10.3	nt	-3.2	-0.2	nt
COc1ccccc1/C=C/C(=O)Nc1cccc(S(=O)(=O)NC2=NCCCCC2)c1	-0.9	-0.9	2.0	7.7	-3.3	97.0	-1.8	-26.1	0.0
CCn1nc(NS(=O)(=O)c2ccccc2)c2cc3ccccc3nc21	-8.0	-3.9	5.6	-7.1	6.1	100.0	-3.3	-27.0	2.0
Cc1ccccc1OCCC(=O)OCC(=O)Nc1cc(S(=O)(=O)N2CCOCC2)ccc1Cl	-12.6	-4.6	-6.1	0.3	-6.4	101.0	-2.5	-23.6	0.0
Cc1ccccc1Nc1cc(C(=O)NCC2CCCO2)c2ccccc2n1 (centres undefined)	-4.9	-2.4	9.2	2.0	1.1	106.0	-3.4	-11.9	26.0
O=C1Cc2ccccc2Sc2cc(OCCCN3CCCCC3)ccc21	-49.7	-0.7	6.1	32.0	-2.6	108.0	-4.4	17.9	1.0
CN(C)CCN(Cc1ccccc1)c1nccc(N(C)C)c1C#N	0.8	-4.8	11.2	47.2	-3.3	104.0	-3.9	13.6	0.0
CC(=O)N/C(=C/c1ccc(OS(=O)(=O)c2ccc(C)cc2)cc1)C(=O)NCCCO	2.1	0.2	8.6	10.7	-3.5	103.0	-0.3	-10.9	-4.0
O=C(Nc1ccc(C(=O)N2CCOCC2)cc1)c1ccccc1[N+](=O)[O-]	17.4	0.1	-6.2	13.9	-10.3	99.0	-0.1	-1.5	2.0
COc1ccccc1-c1nc(C#N)c(N2CCN(C(c3ccccc3)c3ccccc3)CC2)o1	6.6	-0.3	-2.1	8.3	-6.8	100.0	-0.3	2.5	1.0
N#Cc1ccc(-c2ccco2)nc1SCC(=O)c1ccc(Cl)cc1	37.8*	-1.2	45.2	11.6	-23.3	97.0	-3.0	-6.4	-2.0
COc1cccc(C(=O)NCc2ccc(N3CCN(C(=O)OC(C)(C)C)CC3)cc2)c1	-2.3	-4.0	-17.3	-6.6	-6.0	102.0	-0.3	-12.4	0.0
O=C(CSc1nnc(CNc2ccc(F)cc2)n1CC1CCCO1)Nc1ccccc1 (centres undefined)	-8.6	-1.0	18.8	17.5	-14.1	102.0	-0.7	-23.2	2.0

Laid out differently: results already given
Molecule,HCV NS3 hel inh,VIM-2 inhibitor,UBC9 SUMO inh,NALP1 yeast inh,PfM18AAP inh,MEKK2 WT-MEK5,IMP-1 inh,FID counter,MEKK2mut PB1 HTS
CCn1nc(NS(=O)(=O)c2ccccc2)c2cc3ccccc3nc21,-8.0,-3.9,5.6,-7.1,6.1,100.0,-3.3,-27.0,2.0
Cc1ccccc1OCCC(=O)OCC(=O)Nc1cc(S(=O)(=O)N2CCOCC2)ccc1Cl,-12.6,-4.6,-6.1,0.3,-6.4,101.0,-2.5,-23.6,0.0

Continued:
SMILES	HCV NS3 hel inh	VIM-2 inhibitor	UBC9 SUMO inh	NALP1 yeast inh	PfM18AAP inh	MEKK2 WT-MEK5	IMP-1 inh	FID counter	MEKK2mut PB1 HTS
Nc1nonc1-n1nnc(C(=O)N/N=C/c2c(Cl)cccc2Cl)c1CN1CCOCC1	10.1	0.8	4.9	13.4	-0.5	92.0	1.6	-23.3	-8.0
COc1ccc(C(=O)CSc2nc(C)cc(=O)[nH]2)cc1	-4.6	-1.4	3.9	-0.9	1.8	102.0	-3.4	-7.8	7.0
COc1ccc(NC(=O)Nc2cccc(C(=O)N3CCOCC3)c2)cc1OC	1.3	-2.1	20.8	13.8	3.6	102.0	-1.5	-3.4	1.0
Cc1sc2nc(SCC(=O)NCc3ccco3)[nH]c(=O)c2c1C	1.2	-0.4	-1.0	nt	-0.2	110.0	-2.8	-5.7	14.0
CCCCCCc1c(C)c2ccc(OCC(=O)N[C@@H](Cc3ccccc3)C(=O)O)cc2oc1=O	-44.9	-3.8	38.2	5.3	6.0	100.0	-3.2	-6.1	2.0
N#CC1(C#N)C(c2ccccc2)OC23CCCCC2C1(C#N)C(=N)O3 (centres undefined)	8.1	-0.5	-5.9	nt	12.7	104.0	-1.7	-8.7	-1.0
Cc1cccc2sc(NC(=O)[C@H](C)N3C(=O)C4CC=CCC4C3=O)nc12 (some centres undefined)	-14.5	-3.1	-12.2	2.4	5.4	102.0	-1.4	-17.0	2.0
O=C1c2cccnc2C(O)N1Cc1cccs1 (centres undefined)	13.1	-0.7	24.1	8.1	0.6	101.0	-2.2	-4.1	2.0
Oc1ccc(Br)cc1/C=N/N1CCN(Cc2ccccc2)CC1	1.1	-3.9	-19.0	-2.5	6.1	108.0	-2.6	-3.8	3.0
CCOC(=O)Cc1csc(NC(=O)CCN2C(=O)c3ccccc3C2=O)n1	4.8	-4.5	15.3	0.3	-4.9	110.0	-4.7	-14.2	9.0
Cc1cc2c(c(C)nn2-c2ccccc2)c(=O)o1	-1.6	1.1	2.2	-7.7	1.4	103.0	-2.6	-3.9	6.0
CC(C)(C)c1ccc(C2C3=C(CCCC3=O)NC3=C2C(=O)c2ccccc23)cc1 (centres undefined)	-7.9	-2.1	-16.8	-17.6	5.8	98.0	-3.4	4.9	1.0
O=C(CN1CCc2ccccc2C1)Nc1ccccc1F	6.3	-0.6	-0.3	-1.0	6.6	105.0	-3.4	-7.6	8.0
Cc1cc(Oc2ccc(C(C)(C)C)cc2)nc(N2CCOCC2)n1	1.0	-4.5	-16.4	-2.0	-13.6	106.0	-4.4	-5.5	9.0
O=C(c1cc(=O)c2ccccc2o1)N1CCN(c2ccccc2)CC1	-4.4	-1.0	-2.4	3.5	-11.0	90.0	-2.8	-18.8	-3.0
COc1cccc2cc(C(=O)Nc3cc(C)cc(C)c3)/c(=N/NS(=O)(=O)c3ccccc3)oc12	-2.4	-1.9	nt	23.0	3.5	102.0	-2.5	1.6	2.0
CC(NC(=O)c1ccc(S(=O)(=O)N(C)C)cc1)c1ccccc1 (centres undefined)	-5.3	-1.4	18.2	16.5	-3.5	104.0	-0.9	-1.5	2.0
CC(C)(C)c1nn(-c2ccccc2)c2[nH]c(=O)c(C=O)cc12	29.0	-1.9	16.0	-3.9	-11.9	98.0	-4.6	8.6	3.0
CN(C)c1ccc2c(c1)Sc1cc(N(C)C)ccc1N2C(=O)c1ccccc1	7.0	-2.4	-12.5	7.3	24.4	91.0	-2.7	-7.4	-16.0
O=C(CN1CCN(c2ccccn2)CC1)Nc1cccc(F)c1	4.5	-3.8	-1.2	11.4	-7.0	104.0	-5.0	-14.9	13.0
CC(=O)c1cccc(NC(=O)COC(=O)[C@@H](NC(=O)OCc2ccccc2)C(C)C)c1	-3.5	-1.0	-26.1	17.8	-2.4	93.0	-4.0	-27.6	3.0
COc1ccccc1C(=O)Nc1ccc2c(c1)nc(CCNC(=O)c1ccccc1)n2C	5.3	-1.6	0.5	1.0	1.0	99.0	-0.7	-22.2	4.0
CCOC(=O)CSc1n[nH]c(NC(=O)c2cccc(C(F)(F)F)c2)n1	-4.1	-1.6	24.5	-4.0	4.1	82.0	-3.5	-2.9	-6.0
Cc1ccc(C(=O)CSc2nc3c([nH]2)c(=O)n(C)c(=O)n3C)cc1	0.8	-1.7	-11.4	4.2	-0.8	94.0	-3.5	0.3	-2.0
CCn1c(O)c(/C=N/n2cnnc2)sc1=S	12.0	-0.5	4.4	-9.6	58.6*	98.0	-1.9	7.3	-4.0
COc1ccc(NC(=O)c2c(N)cnn2C)cc1	-4.2	-1.7	8.6	12.7	3.0	99.0	-3.6	0.3	1.0
Cc1cc(Cc2ccc(N)c(C)c2)ccc1N	-7.3	-1.8	3.8	nt	1.3	100.0	-2.6	-4.6	1.0
CC(/C=N\N1CCN(c2ccc(Cl)cc2)CC1)=C\c1ccccc1	-1.5	-1.5	-4.0	nt	-0.9	100.0	-2.8	1.0	5.0
CCOC(=O)N1CCN(C(=O)CCn2c(=S)[nH]c3ccccc3c2=O)CC1	-1.4	-3.7	1.5	-18.7	8.3	108.0	-1.1	-19.3	15.0
Cc1ccc(CNc2nc(Cl)c(C#N)s2)cc1	-0.8	-3.7	4.5	17.2	2.3	63.0	-0.3	2.2	-13.0
Cc1cccc(-n2nc3c([n+]2[O-])CCc2nonc2-3)c1C	-6.4	3.7	-17.8	3.8	3.2	86.0	-1.0	-4.3	-3.0
CCCCC(=O)Nc1ccc2c(c1)nc1n2CCSC1	3.8	-2.5	21.0	4.7	-12.8	106.0	-2.3	-8.9	-1.0
CN(C)C(=O)c1c([N+](=O)[O-])ncn1C	8.9	-1.1	5.8	35.5	0.6	95.0	-3.0	-8.0	-2.0
O=C(Cn1cnc2c(cnn2-c2ccc(F)cc2)c1=O)N1CCCc2ccccc21	5.4	-1.5	4.3	-7.7	10.3	99.0	-3.7	-0.7	5.0
COc1ccc(CN(CC(=O)NC2CCCC2)C(=O)c2ccc(-c3ccccc3)[nH]2)cc1	-9.6	2.5	-9.9	3.5	-14.8	104.0	-0.6	-22.9	-1.0
CCOc1c(N2CCOCC2)c(=O)c1=O	19.1	-1.1	2.1	nt	-4.9	98.0	-2.6	2.2	-2.0
CCn1c(=O)c([N+](=O)[O-])c(N2CCSCC2)c2ccccc21	13.4	1.7	-0.9	38.3	-4.5	67.0	0.0	-11.5	-40.0
Cc1ccc(-c2csc3nnc(SCC(=O)Nc4cccc(C)n4)n23)cc1	9.8	-3.3	24.6	12.7	0.9	nt	-2.6	-24.2	nt
CCOC(=O)N1CCN(C(=O)NC2CCCCC2)CC1	2.5	-0.2	-15.3	2.6	1.6	102.0	-1.1	0.7	5.0
CCN1CCN(C(=O)C(N)Cc2ccccc2)CC1 (centres undefined)	0.8	-1.5	5.3	-7.4	-0.4	109.0	-0.5	-3.3	-4.0
COc1ccc(-c2nn3c(-c4cccc(C)c4)nnc3s2)cc1OC	-9.7	3.6	nt	nt	0.2	104.0	-1.8	-2.0	3.0
